SNCA viab count: cell viability loss counter-screen. HEK-293-SNCA-luc viability, GF-AFC fluorescence, 24 h. Potency, µM (highest dose often 57.1 µM), inactives show top-dose activity change, negative = cytotoxicity, actives largely listed as cytotoxic. 150,000 tested, 0.12% active;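 note: potency is the fitted concentration of half-maximal effect; 0% = DMSO-treated cells and -100% = medium-only wells without cells; nearly all actives have a fitted effect of over 30% in size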
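Cytotoxicity counterscreen: after 24 h compound treatment of genome-edited SNCA-luciferase HEK-293 cells, live-cell protease substrate GF-AFC read by fluorescence after 30 min; activity scaled between DMSO (0%) and medium-only (-100%), curves Hill-fitted.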
IP6K1 inh: IP6K1 kinase inhibition | Q92551 | IP6K1 kinase, ADP-Glo luminescence, 2 h; hits give low values | activity change, % (series mostly up to about 58 µM) | 140,000 tested, 0.81% active; in the data active = activity change below about -25%
Target sequence (Q92551 whole entry, looked up): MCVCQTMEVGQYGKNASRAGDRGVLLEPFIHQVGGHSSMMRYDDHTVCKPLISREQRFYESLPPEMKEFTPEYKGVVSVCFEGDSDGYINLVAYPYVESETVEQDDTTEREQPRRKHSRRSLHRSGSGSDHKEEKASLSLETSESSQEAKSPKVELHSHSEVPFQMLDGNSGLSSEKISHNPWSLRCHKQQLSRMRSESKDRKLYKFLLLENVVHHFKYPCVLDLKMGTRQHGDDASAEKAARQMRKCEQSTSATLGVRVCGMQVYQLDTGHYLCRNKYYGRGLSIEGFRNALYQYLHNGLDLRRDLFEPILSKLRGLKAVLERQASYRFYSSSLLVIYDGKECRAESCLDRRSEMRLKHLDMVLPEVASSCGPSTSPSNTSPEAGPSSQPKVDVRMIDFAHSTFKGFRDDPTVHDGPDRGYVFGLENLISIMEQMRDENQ
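ADP-Glo luminescence measures ADP made by human IP6K1 during a 2 h RT reaction with ATP/IP6 (mix at 1.3 mM/130 uM); top library doses 57.5 and 19.1 uM final.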
SNCA expr inh: reduces expression of the alpha-synuclein gene. Potency, µM (series often up to 57.2 µM), for inactives: top-dose activity change, negative = inhibition, usual class: inhibitors. 140,000 tested, 0.17% active. HEK-293 SNCA-luciferase knock-in, luminescence, 24 h. AID 1671194;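 note: potency is the fitted concentration of half-maximal effect; plate controls were DMSO cells for no effect and cell-free wells for full effect; nearly all actives have a fitted effect of over 45% in size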
3T3 cytotox: NIH 3T3 cell cytotoxicity; NIH 3T3 viability, CellTiter-Glo ATP luminescence, 48-72 h; Potency, µM (highest dose often 96.7 µM), inactives show at the highest dose activity change, negative = cytotoxicity, usual class: inhibitors; 94,000 tested, 4.3% active; note: potency is the fitted concentration of half-maximal effect; nearly all actives have a fitted effect of over 55% in size
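Mouse fibroblast NIH 3T3 cells, 400 per well, received compound via pintool and were incubated for 48 or 72 hr prior to CellTiter-Glo ATP luminescence measurement.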
GPT2 inh: blocks human glutamate pyruvate transaminase 2; Q8TD30; Recombinant GPT2, coupled pyruvate oxidase/HRP Amplex Red fluorescence; Potency, µM (highest dose often 57.7 µM), for inactives: at the top dose activity change, negative = inhibition, actives largely listed as inhibitors; 100,000 tested, 0.25% active; note: potency is the fitted concentration of half-maximal effect; nearly all actives have a fitted effect of over 60% in size; many of its hits are not listed in these tables
Target sequence (Q8TD30 whole entry, looked up): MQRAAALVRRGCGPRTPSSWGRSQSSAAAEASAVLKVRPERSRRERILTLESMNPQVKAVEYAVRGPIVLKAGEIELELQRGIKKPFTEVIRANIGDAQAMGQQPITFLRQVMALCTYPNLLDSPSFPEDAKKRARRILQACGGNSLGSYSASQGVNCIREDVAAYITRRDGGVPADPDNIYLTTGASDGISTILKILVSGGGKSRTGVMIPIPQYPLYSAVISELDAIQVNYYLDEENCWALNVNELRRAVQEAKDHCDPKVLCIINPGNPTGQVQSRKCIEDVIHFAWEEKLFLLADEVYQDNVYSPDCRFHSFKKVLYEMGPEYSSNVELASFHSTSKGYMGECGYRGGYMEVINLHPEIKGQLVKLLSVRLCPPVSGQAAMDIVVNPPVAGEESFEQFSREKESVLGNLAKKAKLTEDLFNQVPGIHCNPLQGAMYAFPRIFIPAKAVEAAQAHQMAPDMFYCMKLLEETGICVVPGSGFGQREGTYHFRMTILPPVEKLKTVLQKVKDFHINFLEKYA
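Recombinant GPT2 (10ng/uL) with 250uM a-KG and 2mM L-alanine, 30 min at room temperature, in HEPES pH 7.5 buffer. Pyruvate detected by pyruvate oxidase/HRP/Amplex Red fluorescence after 30 min in the dark; AOA (50uM) as positive control.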
FLuc inh: blocks purified firefly luciferase enzyme activity. AID 1347043. P08659. 76,000 tested, 2.5% active. purified P. pyralis luciferase, luminescence, biochemical. Potency, µM (doses to about 115 µM), without a hit: at the top dose activity change, negative = inhibition, actives largely listed as inhibitors; note: potency is the fitted concentration of half-maximal effect; nearly all actives have a fitted effect of over 65% in size
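Purified P. pyralis luciferase (10nM final) in 50mM Tris acetate pH 7.5, 10mM Mg acetate, 0.01% Tween-20, 0.05% BSA with 10uM D-luciferin and 10uM ATP. Compounds titrated qHTS. Luminescence imaged on CCD.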
HEK293 tox: kills HEK 293 cells. HEK 293 viability, ATP luminescence (CellTiter-Glo), 48-72 h. Potency, µM (top dose mostly 115 µM), without a hit: at the top dose activity change, negative = cytotoxicity, actives largely listed as inhibitors. 94,000 tested, 6.6% active; note: potency is the fitted concentration of half-maximal effect; nearly all actives have a fitted effect of over 60% in size
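Cytotoxicity was scored by loss of ATP-coupled luminescence (CellTiter-Glo) in HEK 293 cells. Compound treatment ran 48 or 72 hr at 37 degree Celsius, 5% CO2, 95% humidity.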
Active calls of the source: *; i = inactive; ? = inconclusive; · = not tested or not shown; [ ] = dose if it differs, or a comment. Unless noted, calls come from the whole dose curve; as a rule, active = well fitted curve in the direction sought with a large enough effect; inconclusive = small, poorly fitted or top-dose-only effect, or another doubt; inactive = no such curve, though single readings can be large; an effect the other way counts as inactive or inconclusive. Unless noted, % is set by controls: 0 for no effect and ±100 for the full control effect.

Structure	SNCA viab count	IP6K1 inh	SNCA expr inh	3T3 cytotox	GPT2 inh	FLuc inh	HEK293 tox
O=C(Nc1ccc2c(N3CCCC3)ncnc2c1)c1ccccc1Br	?	20	-7%	?	3%	-24%	8.9µM*
O=C(NCC1CN(C(=O)CCc2ccccc2)CC12CN(c1ccccc1)C2)c1ccccc1 (configuration not stated)	-1%	-6	?	-23%	0%	-10%	?
COc1cccc(CC(=O)N2CCOCCNC(=O)[C@@H]3CCCC[C@@H]32)c1	0%	0	-3%	-19%	i	-13%	i
CCN(CC)c1ccc(C(=O)NCc2nnc3cc(-c4nc(C5CC5)no4)ccn23)cc1	?	6	?	?	-12%	0%	-36%
CN1CC(=O)N(C2CCNCC2)Cc2c(NCCc3cccc(F)c3)ncnc21	-2%	5	0%	-4%	i	·	-5%
CCCc1cc(CNC(=O)c2ccc(N(C)C)nc2)on1	-5%	11	21%	-15%	i	8%	-2%
Cc1ccc(-c2nn3c(C)nnc3c3ccccc23)cc1S(=O)(=O)NCCO	-7%	-10	95%[activator]	·	·	·	·
Cc1cc2cc(-c3c(C)noc3C)nc(NCc3cccnc3)c2o1	-4%[87.6 µM]	-14	63%[activator][87.6 µM]	?	0%[88.5 µM]	12%[172 µM]	?
CC(C)Cc1cc(C(=O)N2C[C@H](C3CC3)[C@@H](N)C2)n(C)n1	2%	-8	-17%	1%	-2%	2%	i
COc1ccc(CNC(=O)C2CCN(Cc3nc(-c4ccc(OC)c(OC)c4)oc3C)CC2)cc1	4%	-6	-1%	·	·	·	·
O=C1NCCCCCCN(C(=O)c2cccs2)[C@H]2CCCC[C@@H]12	-1%	-2	-20%	-6%	i	5%	-21%
COc1ccc(CCNC(=O)c2ccc3c(c2)N(Cc2ccc(F)cc2)C(=O)c2ccccc2S3(=O)=O)cc1OC	-16%	29	?	·	·	·	·
Cc1ccc(Cl)cc1NC(=O)N1CCC(CN2CCc3ccccc3C2)CC1	3%	8	4%	·	·	·	·
O=C(c1ccc(F)cc1)N1CCC(c2nn(-c3ccc(Cl)cc3)c(=O)[nH]2)CC1	5%	9	40%[activator]	-26%	?	-4%	?
O=C(c1cnc(N2CCOCC2)nc1)N1CCn2nc(C(O)C3CC3)cc2C1 (configuration not stated)	8%	-10	-10%	-4%	0%	-3%	i
CNC(=O)CN(CCN(CCN(CC(=O)[O-])CC(=O)NC)CC(=O)[O-])CC(=O)[O-].O.[Gd+3]	-7%[23.9 µM]	-6	20%[25.6 µM]	·	?	·	·
CCOC(=O)c1c(NC(=O)COc2ccccc2)sc(C(C)=O)c1C	14%	14	1%	·	·	·	·
Cc1nc2ncnn2c(C)c1CCC(=O)NCc1ccccc1Cl	-9%	12	0%	·	·	·	·
COc1ccc(OC2CN(Cc3cccnc3)C2)cc1	2%[87.6 µM]	-4	4%[87.6 µM]	?	i	·	-30%[172 µM]
CN(C)C(=O)C1CN(C(=O)Nc2cccc(Br)c2)CC12CCOCC2 (configuration not stated)	6%	21	15%	4%	?	-9%	3%

New compounds follow:
Structure	SNCA viab count	IP6K1 inh	SNCA expr inh	3T3 cytotox	GPT2 inh	FLuc inh	HEK293 tox
CCOC(=O)c1cc2c(=O)n3ccccc3nc2n(CCCOC)c1=NC(=O)c1cc2ccccc2o1	-4%	1	19%	·	·	·	·
CC(=O)Nc1ccc(NC(=O)c2ccc3c(c2)N(Cc2cccc(Cl)c2)C(=O)c2ccccc2S3=O)cc1 (configuration not stated)	-6%	-8	-19%	·	·	·	·
COCCOc1ccc(C(=O)N[C@@H]2CN(C(=O)NCc3ccccc3)CCC[C@H]2O)cc1	-1%	5	28%	-17%	2%	-5%	4%
CCc1ccc(-n2c(=O)c3c4c(sc3n(CC(=O)NCCCOC)c2=O)CCCC4)cc1	?	-8	-1%	·	·	·	·
O=C(c1ccc2c(c1)OCO2)N1CCCC2(CNc3ncccc3[S+](=O)([O-])N2)C1 (configuration not stated)	·	8	·	-21%	·	·	-14%
Cc1n[nH]c(C)c1CCCNC(=O)C1CC2(CCNCC2)CN1 (configuration not stated)	7%	-14	3%	-22%	-17%	3%	0%
COc1ccc(CC(=O)N2CCN(c3nccc(Nc4ccc(OC)cc4)n3)CC2)cc1	-6%	-17	-9%	-20%	-6%	·	?
O=C(c1ccccc1)N1CCNc2cnc(Nc3cccc(F)c3)nc2C1	-10%[87.6 µM]	-6	-22%[87.6 µM]	?	-7%[88.5 µM]	-20%[172 µM]	?
CCS(=O)(=O)N1C[C@@H]2CN(c3nccc(NC)n3)C[C@]2(C(=O)O)C1	5%	-7	-21%	-2%	-3%	-2%	4%
Cc1ccc(NC(=O)CN2C(=O)COc3ccc(S(=O)(=O)Nc4ccccc4)cc32)c(C)c1	-17%	6	9%	·	·	·	·
COc1cccc(-c2cn3cc(C(=O)NCc4cccc(C(F)(F)F)c4)nc3s2)c1	6%	7	2%	?	i	·	?
O=c1cc(CNCc2nc(-c3ncccn3)no2)[nH]c2ccc(F)cc12	2%	1	11%	i	5%	0%	4%
O=C(NCc1ccco1)[C@@H]1Cc2nc[nH]c2CN1Cc1ccc(Cl)cc1	-5%[87.6 µM]	9	?	?	-23%[88.5 µM]	-4%[172 µM]	?
COc1ccc(-c2nc(Cn3c(SCc4ccc(C)cc4)nc4cccnc43)c(C)o2)cc1OC	?	48	-28%	·	·	·	·
O=C(C1CCCN([S+](=O)([O-])c2cccc(C(F)(F)F)c2)C1)N1CCC(c2nc3ccncc3[nH]2)C1 (configuration not stated)	2%	2	21%	-30%	i	·	-20%
O=C(CC[C@H]1NC(=O)c2ccccc2NC1=O)NCCc1nnc2ccccn12	0%	19	2%	i	-2%	1%	2%
CCN(C(=O)CSc1nc2ccccc2n1CC(=O)NCc1ccc(OC)cc1)c1ccccc1	-23%	47	-4%	·	·	·	·
CNS(=O)(=O)c1ccc(NC(=O)c2nc3nc(C)cc(C(F)F)n3n2)cc1	1%	-4	21%	·	·	·	·
Cc1cnc(C(=O)N2CCC(c3nc(C4CCOCC4)no3)CC2)cn1	8%	8	-13%	-4%	i	-10%	-1%
COc1ccccc1C(=O)N1CCCCC1CCN1CCOCC1 (configuration not stated)	-9%	-5	3%	·	·	·	·

Whole records from above:
CCS(=O)(=O)N1C[C@@H]2CN(c3nccc(NC)n3)C[C@]2(C(=O)O)C1 in the list: SNCA viab count: 5%; IP6K1 inh: -7; SNCA expr inh: -21%; 3T3 cytotox: -2%; GPT2 inh: -3%; FLuc inh: -2%; HEK293 tox: 4%
COc1ccc(-c2nc(Cn3c(SCc4ccc(C)cc4)nc4cccnc43)c(C)o2)cc1OC in the list: SNCA viab count: ?; IP6K1 inh: 48; SNCA expr inh: -28%; 3T3 cytotox: ·; GPT2 inh: ·; FLuc inh: ·; HEK293 tox: ·

(list continues)
Structure	SNCA viab count	IP6K1 inh	SNCA expr inh	3T3 cytotox	GPT2 inh	FLuc inh	HEK293 tox
CC(=O)N1CCOc2ccc(S(=O)(=O)NCC3CNCCOC3)cc21 (configuration not stated)	-4%	-1	1%	i	i	12%	-1%
O=C(Cn1ncc2c([nH]c3ccccc32)c1=O)NCCCN1CCN(c2ccccc2)CC1	-3%	16	11%	·	·	·	·
CNC(=O)NC[C@H]1CCN(Cc2ccc(OC)c(C)c2)C[C@H]1N(C)C	-6%[12.5 µM]	5	-38%	4%	-6%	3%	-8%
Cc1ccc(O)c(NC(=O)c2noc3c2CCCCC3)c1	2%	-3	14%	·	·	·	·
CCc1nnc(SCc2ccc(F)cc2Cl)c2cc3sc(C)cc3n12	1%	51	11%	·	·	·	·
Cc1ccc(C)c(Cn2c(=O)n(CCCCCC(=O)NCc3ccc4c(c3)OCO4)c(=O)c3sccc32)c1	11%	6	15%	·	·	·	·
O=C(c1ccncc1)N1CC(N(Cc2ccncc2)CC2CC2)C1	0%	6	0%	?	-1%	·	-8%
CCOc1ccc(NC(=O)c2c(NCc3cccnc3)sc3c2CCC(C)C3)cc1 (configuration not stated)	-4%	29	25%	·	·	·	·
O=C(c1ccccc1Cl)N1CCCCC1CCN1CCOCC1 (configuration not stated)	-6%	6	31%	·	·	·	·
CC(C)(C)c1nnc2ccc(C(=O)NCc3cccnc3)cn12	11%[87.6 µM]	15	0%[87.6 µM]	-15%[138 µM]	i	·	1%[172 µM]
CCn1cc(C(=O)OCC(=O)Nc2cc(OC)cc(OC)c2)c(=O)c2ccc(C)nc21	-3%	-4	-28%	·	·	·	·
Cc1ccc2cccc(NC(=O)c3ccc(-c4cccc(Cl)c4Cl)o3)c2n1	-19%	3	-2%	·	·	·	·
COc1ccc(Br)cc1CNC(=O)c1cc2c(=O)n(C)c3ccccc3c2s1	-6%	-5	-5%	·	·	·	·
Cc1ccc(S(=O)(=O)NCc2nc3nc(C)cc(C)n3n2)c(C)c1	2%	2	-6%	·	·	·	·
Cc1cc(C)c(NC(=O)C(C)n2c(=O)cc(C)c3c(C)nn(-c4ccccc4)c32)c(C)c1 (configuration not stated)	4%	11	11%	·	·	·	·
Cc1ccc(-c2nc(CS(=O)CC(=O)NCCc3ccc(Cl)cc3)c(C)o2)cc1 (configuration not stated)	-5%	21	19%	·	·	·	·
Cc1ccccc1N(C)C1CN(C(=O)c2ccc3c(c2)OCO3)C1	?	-3	25%	?	i	·	?
CC(C)Oc1cccc(-c2n[nH]c3c2CC(=O)N(Cc2ccccc2)C3)c1	?	22	5%[87.6 µM]	?	-11%[88.5 µM]	0%[172 µM]	-22%[172 µM]
Cc1nn(-c2ccccc2)c2c1C(C)N(C1CCCN([S+](=O)([O-])C(C)C)C1)C2=O (configuration not stated)	·	-2	·	-26%	·	·	?
CCS(=O)(=O)N1CCC([C@@H](C)n2c(C)c(C(=O)NCc3c(OC)cc(C)[nH]c3=O)c3ccccc32)CC1	-1%	-3	·	·	-2%	·	·

Additional structures:
Structure	SNCA viab count	IP6K1 inh	SNCA expr inh	3T3 cytotox	GPT2 inh	FLuc inh	HEK293 tox
O=C(CCc1ccnc(N2CCOCC2)c1)NCCN1CCc2ccccc2C1	-19%	15	-13%	-7%	i	6%	0%
O=C(C1CCCC1)N1CC2(CCCN2CC2CC2)Cc2ccccc21 (configuration not stated)	-10%	-6	?	?	3%	·	?
COc1cc2ccccc2cc1C(=O)Nc1ccc2oc(-c3ccc(F)cc3Cl)nc2c1	5%	7	72%[activator]	·	·	·	·
CCc1ccccc1NC(=O)c1cc2sc(Cl)cc2n1CC	0%	7	?	·	·	·	·
Cc1cccc(CCNC(=O)c2cnc3c(C)cccn3c2=O)c1	4%	8	36%	·	·	·	·
CN(CC1CCOC1)C(=O)c1ccc(F)c(Cl)c1 (configuration not stated)	11%	30	-8%	-2%	-1%	-5%	-2%
CCc1cc2c(cc3c(=O)n(CC(=O)NCCOC)nc(CC)n32)s1	5%	3	-9%	·	·	·	·
Cc1ccc(CN2CCCN(CC(=O)Nc3ccc(C)cc3C)S2(=O)=O)cc1	17%	-8	-12%	·	·	·	·
Cc1nn2c(=O)cc(COC(=O)c3ccc(NC(=O)c4cccs4)cc3)nc2s1	-22%	-6	?	·	·	·	·
COc1ccccc1-c1noc(-c2nc(C)no2)n1	-2%	-14	147%[activator]	-6%	i	-15%	-1%

These rows are one share of the data; count on the stated rates, not on these rows.
